# NCOA3 inh: inhibits human SRC3 coactivator; actives 0.17% (n = 360,000); inhibition, % at 3.6 µM; HEK293 GAL4-SRC3 luciferase reporter, luminescence; AID 588352;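 active = inhibition above a per-campaign cutoff, the mean of all compounds plus 3 SD, cut at about 60% in these data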;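 note: 0% = DMSO-treated cells and 100% = gossypol-treated cells at 36 µM; higher means less SRC3-driven luciferase light from the GAL4 reporter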
# EBV LMP1 NFkB: inhibitors of Epstein-Barr LMP1-induced NF-kappaB reporter; actives 0.69% (n = 350,000); AID 504558; LMP1-induced NF-kappaB luciferase reporter cells, luminescence; inhibition, % at 12.5 µM; in the data active = inhibition above about 41%;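 note: 0% = neutral control wells and 100% = reference inhibitor control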
# C8 TRAIL sens: sensitizes caspase-8 expressing cells to TRAIL. AID 624354. actives 1% (n = 360,000). NB7+C8 cells + TRAIL, ATPlite viability luminescence. inhibition (viability loss, TRAIL sensitization), % at 10 µM;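 active = compounds causing at least 50% loss of cell viability in the single-dose screen, relative to plate controls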
# TLR9-MyD88 block: inhibitors of human TLR9-MyD88 binding; Q9NR96+Q99836; AID 504734; CHO BLA complementation TLR9-MyD88, CCF4 FRET ratio; inhibition, % at 4.98 µM; actives 0.21% (n = 340,000);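 active = inhibition above the mean over all tested compounds plus 3 SD, cut at about 21% in these data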;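 note: 0% = DMSO only wells and 100% = clavulanate BLA inhibitor control wells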
# COUP-TFII inh: NR2F2 (human) inhibition, primary screen | P24468 | HEK293T NGFI-A luciferase reporter, luminescence | inhibition, % at 8.6 µM | actives 0.7% (n = 370,000);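 active = inhibition above a per-plate cutoff, mean inhibition of test wells between control levels plus 3 SD, cut at about 38% in these data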;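 note: cells cotransfected with COUP-TFII expression vector driving the NGFI-A reporter; 0% = median of COUP-TF2 test wells and 100% = reporter-only cells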
# Vif imaging: HIV Vif inhibition; HEK293T cells, Vif self-association by quenched fluorescence, imaging, 24 h; inhibition, % at 7.49 µM; actives 0.35% (n = 340,000); AID 602346; in the data active = inhibition above about 50%, passing the limit was not always enough; note: some results filed as inactive read as strong as hits
# NOD2-RIPK2 inh: inhibitors of human NOD2-RIPK2 interaction; O43353; CHO BLA complementation NOD2-RIPK2, CCF4 ratio; inhibition, % at 4.98 µM; actives 0.38% (n = 360,000); AID 624267; in the data active = inhibition above about 21%;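 note: 0% = vehicle only and 100% = reference blocker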
# NCOA1 inh: inhibits human SRC1 coactivator; HEK293 GAL4-SRC1 luciferase reporter, luminescence; inhibition, % at 3.6 µM; actives 0.12% (n = 360,000); AID 588354;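 active = inhibition above the campaign mean plus 3 SD, with each screening campaign given its own cutoff, cut at about 60% in these data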;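 note: 0% = DMSO treated cells and 100% = gossypol at 36 µM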
# NR5A2 inv ag: suppresses constitutive activity of human LRH-1; O00482; HEK293T StAR-luciferase reporter, LRH-1 transfected, 24 h; inhibition, % at 3.6 µM; actives 0.13% (n = 360,000); AID 602396;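 active = inhibition above the mean inhibition of all tested compounds plus 3 SD, cut at about 73% in these data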;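 note: 0% = DMSO wells and 100% = reporter-only cells lacking LRH-1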
# SRC2 inh: inhibits human steroid receptor coactivator 2; Q15596; HEK293 GAL4-SRC2 luciferase reporter, luminescence; inhibition, % at 9 µM; actives 0.17% (n = 370,000);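 active = inhibition above the mean inhibition of all tested compounds plus 3 SD, set per campaign, cut at about 52% in these data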;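 note: 0% = DMSO treated cells and 100% = cells given Gossypol at 36 µM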
# TROY signal inh: blocks TROY-dependent signaling in reporter cells. Q293 LMP1-TROYcd NF-kB luciferase reporter, 4 h. inhibition, % at 10 µM. actives 0.98% (n = 360,000);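 active = compounds whose plate-normalised and pattern-corrected inhibition of the luciferase reporter signal at the single screening dose is 50% or more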
# * marks the source's active call; other numbers are inactive results; x = no result given. These rows are one share of the data, so the mix of outcomes need not match the whole.
SMILES	SRC2 inh	TROY signal inh	Vif imaging	NCOA3 inh	COUP-TFII inh	TLR9-MyD88 block	NOD2-RIPK2 inh	NR5A2 inv ag	EBV LMP1 NFkB	NCOA1 inh	C8 TRAIL sens
COc1ccc(NC(=O)CSc2nnc(-c3cc(C)[nH]n3)n2N)cc1OC	-20	-22	-4	17	-6	2	4	9	3	-3	4
CCn1c(SCC(=O)NCC2CCCO2)nnc1-c1ccccc1 (stereo not drawn)	-43	-4	-5	-10	-3	-9	-25	3	-3	7	-6
COCCn1nnnc1C(c1cc2c(C)cc(C)cc2[nH]c1=O)N1CCCCCC1 (stereo not drawn)	x	3	8	-3	x	-3	-2	5	-5	1	-9
CCOC(=O)Cc1csc(NC(=O)CSc2nnc3ccccn23)n1	17	-2	-3	3	5	3	-5	-1	3	-9	-2
Cc1ccc(NC(=O)CSc2nnc(CNC(=O)c3ccco3)o2)cc1Cl	0	8	-5	-14	-7	3	3	7	-7	-16	3
O=C(O)c1cccc(S(=O)(=O)Nc2ccc(OCc3ccccc3)cc2)c1	11	3	-10	1	4	-10	-8	6	0	-1	-4
CC(C)(C)C1CCC(=NNc2ccc(S(N)(=O)=O)cc2[N+](=O)[O-])CC1 (stereo not drawn)	-12	-11	1	-1	-6	-7	-9	6	-6	-10	-5
COc1ccc(NC(=O)C2CCCN(S(=O)(=O)c3c(C)n[nH]c3C)C2)cc1 (stereo not drawn)	-8	-4	0	6	7	6	-15	3	3	8	-2
COc1ccccc1NC(=O)CSc1nnc(CC(=O)Nc2ccccc2)n1C	0	-5	-7	15	-17	-2	1	-17	5	-8	-15
COC(=O)c1cc(C(=O)NCCCN2CCOCC2)cc([N+](=O)[O-])c1	-19	-5	0	-4	-3	3	-1	7	1	1	-7
COCCNC(=S)N/N=C/c1ccc(N2CCOCC2)cc1	9	-5	-2	-24	6	-1	-17	0	7	-33	11
O=C(Nc1ccccc1N1CCOCC1)c1ccc(N2CCOCC2)c([N+](=O)[O-])c1	2	3	0	25	-15	0	-2	7	-7	27	0
CC1(C)CC(=O)C2=C(C1)NC(SCC(N)=O)=C(C#N)C21CCCCC1	-9	1	0	19	10	7	-4	16	-4	-4	2
O=C(c1nnsc1S(=O)(=O)c1ccc(Cl)cc1)N1CCOCC1	-44	68*	-7	8	9	6	21	-42	39	-4	11
N#C/C(=C/c1ccc(N2CCCCCC2)o1)c1cccc(F)c1	18	14	-4	-77	-8	4	13	-14	-25	-69	15
N/C(CSc1ccccn1)=N\OCc1c(Cl)cccc1Cl	-8	-28	17	-34	0	-7	3	-26	-5	-3	2
CCC(NC(=O)Nc1ncccc1C)(C(F)(F)F)C(F)(F)F	3	-26	5	6	-9	5	-10	-11	-4	-1	-7
O=C(O)c1sc2cccc(Cl)c2c1Cl	-1	1	-2	13	2	15	-7	5	-7	-2	-2
O=C(CC1SC(N2CCOCC2)=NC1=O)Nc1ccc(Cl)cc1 (stereo not drawn)	5	8	12	-3	16	1	-11	-5	-3	-14	-3
O=C(c1ccccc1)c1coc2c1C(=O)c1ccccc1C2=O	-28	33	-4	-19	-25	-2	2	-4	-16	-57	5
CC1(C(=O)N/N=C/c2ccccc2)CC1(Br)Br (stereo not drawn)	14	-16	10	-14	-8	1	0	-6	4	-7	-12
Cc1c(OCC(F)(F)F)ccnc1CSc1nc2ccccc2[nH]1	-59	-26	x	-100	-26	-5	-3	-145	-15	-80	18
COc1ccc2[nH]c(=O)c(CN(c3ccccc3OC)S(=O)(=O)c3ccccc3)cc2c1	-7	0	x	-12	-7	-3	-5	12	4	3	11
O=C(COc1ccc2c(-c3ccccc3)cc(=O)oc2c1)NCc1cccs1	6	0	3	-2	-10	10	8	4	-4	3	-7
Cc1cc(=O)[nH]c(SCc2cccc3ccccc23)n1	-7	19	14	5	8	2	-9	-1	-7	-43	-15
CCCCCn1c(N2CCN(Cc3ccccc3)CC2)nc2c1c(=O)[nH]c(=O)n2C	-33	-3	-2	2	2	-9	8	1	2	-4	-13
CC(=O)N/C(=N\OCc1ccc(Br)cc1)c1nonc1NC(C)=O	21	-40	-3	-12	3	1	-3	-21	-6	-4	-3
O=[N+]([O-])c1ccccc1/C=N/n1c(C(F)(F)F)n[nH]c1=S	-11	12	-7	3	7	-6	4	18	-3	-5	7
CCc1nc2oc3cc(OC)ccc3c(=O)c2c(=O)n1-c1ccccc1	-44	6	-2	-20	0	2	-5	-21	-29	-6	2
CCCCS(=O)c1c(O)c2ccccc2[nH]c1=O (stereo not drawn)	11	4	2	-9	0	-19	-16	0	2	-7	4
CN(CC(=O)Nc1ccc(F)cc1)C(=O)COC(=O)Cc1cccs1	-22	10	0	12	8	-2	-1	6	-12	1	15
Cc1ccc(NC(=O)CCl)c(C)c1	-23	6	1	-6	-20	3	-8	44	-10	-39	-10
COc1ccc([C@H]2N[C@]3(CCCN(CC4CCCCC4)C3=O)[C@H]3C(=O)N(Cc4ccccc4)C(=O)[C@@H]23)cc1	-12	-4	x	-24	-11	5	-5	-2	-10	14	-7
Cc1ccc(C)c(S(=O)(=O)N2CCN(CC(=O)Nc3ccc4c(c3)CCC4)CC2)c1	-29	5	-9	18	6	0	4	1	-4	-3	3
CC(=O)N1CCN(C(=O)COC(=O)CNC(=O)c2ccccc2C)CC1	-20	-12	-5	7	-6	4	0	1	-4	-3	14
CC1CCN(S(=O)(=O)c2ccc(N/N=C(/C#N)C(N)=O)cc2)CC1	0	-10	x	17	2	5	3	-11	-4	-5	0
O=C1C2CSCN2C(=O)CN1CCCN1CCN(C(c2ccccc2)c2ccccc2)CC1 (stereo not drawn)	14	-5	-14	9	8	-2	-7	1	3	-1	6
COc1cc(C(=O)/C=C/c2cccnc2)c([N+](=O)[O-])cc1OC	61*	16	2	56	28	0	16	51	18	40	8
O=C(COC(=O)Cc1cccs1)Nc1ccccc1Cl	15	3	1	16	4	-15	-16	6	11	-11	-1
CC(C)CN(CCCNC(=O)CN1C(=O)COc2ccc(S(=O)(=O)N3CCOCC3)cc21)CC(C)C	4	1	-5	-18	-2	-7	-7	-8	3	-20	-8
O=C(Cc1ccccc1)Nc1cccnc1	-4	21	0	6	-1	-3	-5	11	3	12	2
Oc1ccc2[nH]ccc2c1	3	19	4	-20	0	-1	5	-4	3	-5	-5
CCOc1cc(/C=C2\C(=O)N(Cc3ccc(C)cc3)C(C)=C2C(=O)OC)ccc1O	-32	11	-5	-16	-14	0	12	16	-12	-16	-1
O=C(O)/C=C/c1ccccc1[N+](=O)[O-]	-8	3	3	6	-2	-1	0	-5	-10	4	-12
O=c1c(=O)n2c(nn1Cc1ccc(F)cc1)sc1ccccc12	12	-9	1	10	18	12	-7	-23	-1	-4	4
CCc1ccc(-c2nc(CS(=O)CC(=O)O)c(C)o2)cc1 (stereo not drawn)	-8	-37	3	-16	-17	-4	2	-29	-11	-31	-4
CC(Oc1cccc(Cl)c1)C(=O)Nc1ccc([N+](=O)[O-])cn1 (stereo not drawn)	3	-6	-2	8	8	0	-5	-6	0	-5	-2
C(=C\c1ccccc1)/CN1CCN(C(c2cc3ccccc3o2)c2nnnn2-c2ccc3c(c2)OCCO3)CC1 (stereo not drawn)	-9	0	x	25	-16	x	-15	-31	x	14	0
CCCC(NC(=O)CCc1c(C)c2cc3c(-c4ccccc4)coc3cc2oc1=O)C(=O)O (stereo not drawn)	14	-1	x	3	16	-7	-1	-3	1	5	-3
COc1ccc(CNC2C[C@H]3CCCC(=O)N4CC[C@@H](C2)[C@@H]34)cc1 (stereo partly drawn)	-5	-1	-1	5	-14	0	-11	13	-1	-21	8
CC(C)c1ccc(NC(=O)[C@@H](NC(=O)N2CC(=O)Nc3ccccc32)C(C)C)cc1	3	8	-4	0	14	-4	-7	4	-4	21	21
C=CCNC(=O)c1onc(CSc2ccccc2)c1C(=O)O	5	7	-3	-13	-9	9	3	-12	6	-9	0
COc1ccc(Cl)cc1CN1CCOCC1	18	9	5	4	10	3	-6	14	-3	-3	0
COc1ccc(/C(N)=N/OC(=O)c2ccc(Br)o2)cc1	-36	-27	15	-90	-45	-8	3	-46	-39	-87	42
CC(C)Oc1ccc(C(=O)NC2=NCCS2)cc1	-8	-23	-6	-81	-30	1	1	-129	21	-107	59*
CN(C)c1ncnc2c1ncn2[C@H]1CN(Cc2ccc(-c3ccccc3)cc2)C[C@@H](CO)O1	-1	15	-7	-45	24	x	2	-5	x	-6	-11

# The list goes on.
SMILES	SRC2 inh	TROY signal inh	Vif imaging	NCOA3 inh	COUP-TFII inh	TLR9-MyD88 block	NOD2-RIPK2 inh	NR5A2 inv ag	EBV LMP1 NFkB	NCOA1 inh	C8 TRAIL sens
Cc1cccc(COC[C@H](Cc2ccccc2)N2CCN(C(=O)c3ccc(Cl)c(Cl)c3)CCC2=O)c1	7	28	x	x	-12	x	-10	16	x	x	-8
O=C(NCc1ccccc1)Nc1cccc2ccccc12	-2	2	-8	7	-1	3	-10	-3	0	-17	4
CC(=O)NC[C@H]1O[C@@H](n2ccc(N)nc2=O)[C@H](O)[C@@H]1O	-35	1	4	9	0	-6	0	4	-4	7	0
COC(=O)C1CCN(C(=O)C2CCN(C(=O)[C@H](C)NS(=O)(=O)c3ccc(C)cc3)CC2)CC1	-32	-16	-7	13	5	2	2	-8	-8	-1	-40
COc1ccc(/C=C2\C(=O)ON=C2c2ccccc2)cc1OC	-9	-12	-1	1	16	-19	3	-6	-4	-10	-4
CC(C)CN(C(=O)COC(=O)c1ccccc1SCC(=O)NC1CCCCCC1)C1CCS(=O)(=O)C1 (stereo not drawn)	-9	-12	-2	15	-3	-4	0	0	-6	-11	5
C=CCc1cccc2cc(C(=O)N(CC)CC)c(=O)oc12	-2	0	-3	9	-3	2	1	7	-5	-11	4
Cc1cc(C(=O)OCC(=O)NC(=O)c2cccn2C)c2ccccc2n1	-1	1	1	1	-1	-5	-1	-1	-6	-6	4

# Random excerpt: 2 entries already listed
SMILES	SRC2 inh	TROY signal inh	Vif imaging	NCOA3 inh	COUP-TFII inh	TLR9-MyD88 block	NOD2-RIPK2 inh	NR5A2 inv ag	EBV LMP1 NFkB	NCOA1 inh	C8 TRAIL sens
O=C(Nc1ccccc1N1CCOCC1)c1ccc(N2CCOCC2)c([N+](=O)[O-])c1	2	3	0	25	-15	0	-2	7	-7	27	0
COCCn1nnnc1C(c1cc2c(C)cc(C)cc2[nH]c1=O)N1CCCCCC1 (stereo not drawn)	x	3	8	-3	x	-3	-2	5	-5	1	-9

# The results go on.
SMILES	SRC2 inh	TROY signal inh	Vif imaging	NCOA3 inh	COUP-TFII inh	TLR9-MyD88 block	NOD2-RIPK2 inh	NR5A2 inv ag	EBV LMP1 NFkB	NCOA1 inh	C8 TRAIL sens
Cc1ccc(S(=O)(=O)NC2CCCCC2)c(C)c1NS(C)(=O)=O	10	15	-11	-4	0	2	-13	12	7	-1	1
Cc1ccc(C)c(NC(=O)CN2C(=O)CNC2=O)c1	-29	2	6	4	9	-10	-8	7	0	-8	12
O=[N+]([O-])c1ccc(/C=N/Nc2nc(N3CCOCC3)nc(N3CCOCC3)n2)cc1	x	-10	0	1	x	0	-13	2	6	13	9
CC(=O)c1ccc(NC(=O)C2CC(c3ccc(F)cc3)=NO2)cc1 (stereo not drawn)	-12	18	7	-1	4	1	2	7	5	-5	3

# Source: PubChem BioAssay
